HepG2 viability: HepG2 cytotoxicity, counter-screen for TGF-b inhibitors | Potency, µM (top dose mostly 46.1 µM), without a hit: at the highest dose activity change, negative = cytotoxicity, hits mostly cytotoxic | HepG2 CAGA-GFP viability, ATP luminescence, 18 h | AID 588856 | hit rate 0.76% among 410,000; further: potency means the concentration at half of the fitted maximal effect; some results filed as inactive show a strong effect at the top dose
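HepG2 CAGA-GFP cells (1000/well, DMEM with 1% FBS) received compound, then TGF-beta at 500 pg/mL final, and were incubated 18 hours at 37 degrees C. Viability was read by CellTiter-Glo luminescence. Media-only wells were set as complete cell-killing and DMSO as no toxicity.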
ATXN viability: reduces viability in counter-screen for ATXN expression inhibitors; S2 cells (HEK-293 line with an ATXN2-luciferase reporter) viability, CellTiter-Fluor protease fluorescence, 24 h; Potency, µM (series often up to 56.7 µM), most hits filed as cytotoxic; hit rate 0.49% among 400,000; further: potency means the concentration at half of the fitted maximal effect; nearly all actives have a fitted effect of over 40% in size
pAkt inh: blocks phosphorylation of Akt; Neuro2A IGF-stimulated pAkt S473 HTRF, 20 min; hits give low values; hit rate 0.32% among 360,000; AID 651550; activity change, % for hits at 50 µM; in the data active means activity change below about -80%; inconclusive means mostly about -51% to -80%; further: on the % scale 0 is the no-effect control and ±100 the full control effect
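Neuro2A cells in DMEM with 0.5% FBS, overnight at 37 deg C, given compound at single 50 µM final, then IGF (6 nM final) for 20 min at 37 deg C. Lysed; phospho-Akt Ser473 by HTRF after 24 h, 665/615 ratio.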
TGFb SMAD3 inh: TGF-b pathway inhibition | HepG2 CAGA-GFP TGF-b/SMAD3 reporter, GFP fluorescence, 18 h; TGF-beta stimulated, 500 pg/mL final | hit rate 1.2% among 410,000 | Potency, µM (doses to about 46.1 µM), for the others: at the highest dose activity, negative = inhibition, most hits filed as inhibitors; further: potency means the concentration at half of the fitted maximal effect; on the % scale 0 is the no-effect control and ±100 the full control effect; nearly all actives have a fitted effect of over 65% in size
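Smad-responsive CAGA-GFP expression was quantified in HEPG2 cells exposed to compounds and 500 pg/mL final TGF-beta for 18 h at 37 degrees C; unstimulated wells defined full inhibition.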
MmCpn inh: M. maripaludis TRiC chaperonin inhibition | Potency, µM (highest dose often 76.9 µM), inactives show top-dose activity, negative = inhibition, hits mostly inhibitors | AID 504842 | hit rate 0.031% among 330,000 | purified Mm-Cpn ATPase, ADP Transcreener TR-FRET; further: potency means the concentration at half of the fitted maximal effect; on the % scale 0 is the no-effect control and ±100 the full control effect; nearly all actives have a fitted effect of over 80% in size
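Quantitative HTS used 25 nM Mm-CPN and 10 uM ATP in magnesium/KCl Tris buffer, pH 7.4, with 1 mM DTT. Hydrolysis ran 30 min at 37°C; ADP was read by HTRF.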
Nrf2 inh: blocks Nrf2 signaling; AID 504444; A549 ARE-Fluc reporter, luciferase luminescence, 18-24 h; Potency, µM (titrated, usually from 46 µM), for inactives: at the top dose activity change, negative = inhibition, usual class: inhibitors; hit rate 2.1% among 360,000; further: potency means the concentration at half of the fitted maximal effect; on the % scale 0 is the no-effect control and ±100 the full control effect; nearly all actives have a fitted effect of over 60% in size
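Nrf2 activity is the BugLite luminescence, read 15 min after reagent at room temperature, following CellTiter-Fluor cytotoxicity readout (30 min, 37C). Compound titrations were applied for 18-24 h to 5000 A549 ARE_Fluc cells/well in 5% FBS OPTI-MEM.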
Nrf2 activator: activators of Nrf2 (ARE) signaling; AREc32 ARE-luciferase reporter (MCF7-derived line), luminescence, 24 h; Potency, µM (highest dose often 46.1 µM), inactives show top-dose activation, hits mostly activators; hit rate 0.31% among 410,000; further: potency means the concentration at half of the fitted maximal effect; % of control where 0% means no effect; nearly all actives have a fitted effect of over 65% in size
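Cells of the AREc32 ARE-luciferase line are plated in OPTI-MEM containing 5% FBS and left overnight at 37 deg C. Compounds are pinned in, incubation continues 24 hr, and firefly luciferase signal is then measured.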
A549 tox: A549 cytotoxicity, counter-screen for Nrf2 inhibitors; A549 ARE-Fluc cells, CellTiter-Fluor viability, 18-24 h; Potency, µM (highest dose often 46 µM), without a hit: at the top dose activity change, negative = cytotoxicity, actives largely listed as inhibitors; hit rate 0.16% among 390,000; AID 504648; further: potency means the concentration at half of the fitted maximal effect; on the % scale 0 is the no-effect control and ±100 the full control effect
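Cytotoxicity counterscreen: CellTiter-Fluor fluorescence was measured in A549 ARE_Fluc cells after 18-24 h of compound exposure in a concentration series. The subsequent BugLite luminescent read reports ARE-luciferase activity.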
CCT chaperon mod: modulators of cytosolic chaperonin (CCT/TRiC) activity; purified chaperonin ATPase assay, HTRF ADP detection, 30 min; activity change, % (concentration not given with the values), hits read low; hit rate 0.3% among 360,000; in the data active means activity change below about -30%; further: on the % scale 0 is the no-effect control and ±100 the full control effect
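TRiC at 40 or 20 nM final (batch-dependent) in 30 mM Tris pH 7.4, 100 mM KCl, 5 mM MgCl2, 1 mM DTT, with compound at single 76 uM and 10 uM ATP, 30 min at 37 deg C. ADP detected by HTRF Transcreener, 665/615 ratio.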
An asterisk follows results filed as active; i = inactive; u = inconclusive; x = not tested or not shown; [ ] = another dose, or the depositor's remark. Unless noted, the call rests on the fitted dose curve; in most records, active means well fitted curve in the direction sought with a large enough effect; inconclusive means small, poorly fitted or top-dose-only effect, or another doubt; inactive means no such curve, though single readings can be large; an effect the other way counts as inactive or inconclusive.

SMILES	HepG2 viability	ATXN viability	pAkt inh	TGFb SMAD3 inh	MmCpn inh	Nrf2 inh	Nrf2 activator	A549 tox	CCT chaperon mod
COc1ccccc1NC(=O)c1sc2nc(C)c(C(=O)Nc3ccc(Cl)cc3)c(-c3ccc(Br)cc3)c2c1N	-3%	x	x	4%	x	6%[9.27 µM]	0.1%	u	x
COc1ccc(OCc2nn[nH]n2)cc1	0%	i	i	0%	1%	-3%	0.0%	-2%	-0.6
CCOC(=O)C(C)Oc1ccccc1C1NC(=O)NC(C)=C1C(=O)Nc1ccc(C)c(C)c1 (configuration not stated)	2%	i	i	-18%	3%	-10%	-0.3%	-8%	-4.8
COc1ccc(-c2cc(C(C)=O)c(C)n2CCC(=O)NCc2ccc(F)cc2)cc1	-4%	x	x	-14%	x	x	12%	2%	x
CCCS(=O)(=O)NC(=O)C1(C)CCN(C(=O)c2c(F)ccc(C)c2F)C1 (configuration not stated)	-34%	i	i	7%	x	x	0.3%[9.22 µM]	x	-2.0
N#CCCN(C(=S)NC(=O)c1ccco1)c1ccccc1F	-1%	i	i	5%	0%	-7%	0.6%	3%	-9.1
COc1ccc(-n2c(=S)[nH]c3cc(C(=O)Nc4ccccc4OC)ccc3c2=O)c(OC)c1	-8%	i	i	u	3%	u	0.0%	-18%	-1.4
CCc1ccccc1NS(=O)(=O)c1ccc2c(c1)OCC(C(=O)N1CCCC1)O2 (configuration not stated)	-7%	i	x	-9%	x	u	0.4%	-7%	x
COc1ccc(CNC(=O)C(C)n2ccc3cc(S(=O)(=O)N4CCCC4)ccc32)cc1OC (configuration not stated)	-54%	i	x	0%	x	-30%	2.1%	1%	x
COc1ccc(S(=O)(=O)Nc2ccc3c(c2)C(=O)N([C@H](C)CO)C[C@H](C)[C@@H](CN(C)S(=O)(=O)c2ccccc2)O3)cc1	-14%	i	i	-15%	1%	-16%	3.3%	-9%	2.2
CN(C)C1CN(Cc2cn(Cc3ccccc3)nn2)S(=O)(=O)C1 (configuration not stated)	x	i	i	x	x	x	0.1%	x	-2.1
Cc1cccc(/C=N/n2c(C)nnc2C)c1	6%	i	i	6%	1%	x	1.8%	8%	-0.4
CCc1cc(=O)[nH]c(SCCc2ccccc2)n1	-21%	i	i	-16%	0%	1%	5.7%	-2%	0.2
Cc1cccc(N2C(=O)N(CC(=O)C(C)(C)C)c3ccccc3S2(=O)=O)c1C	-27%	i	x	-15%	x	x	-0.6%	-16%	x
Cc1cccc(N=c2oc3cc(O)ccc3cc2C(N)=O)c1	-20%	x	i	u	0%	u	0.0%	15%	-3.0
O=Cc1ccc(Sc2nnc(-c3ccccc3)o2)c([N+](=O)[O-])c1	-104%	i	i	u	-14%	-12%	u	2%	1.0
CNC(=O)C1(C)C=CCN1C(=O)c1ccccc1 (configuration not stated)	8%	i	i	10%	-1%	2%	-1.0%	0%	-1.9
Nc1nc(-c2ccco2)nn1C(=O)c1cccnc1	-2%	i	i	-11%	0%	-18%	-0.3%	0%	1.4
COc1ccccc1CNC(=O)Cn1c(=O)c2cccn2c2cccnc21	2%	i	i	-3%	1%	-5%	-0.9%	18%	-2.3
S=c1nc(-c2cccc(Cl)c2)[nH][nH]1	-18%	i	i	-7%	-18%	-15%	0.6%	-13%	-1.6
Cc1ccc(Sc2ccc(N3CCC(C(=O)Nc4ccc(Cl)cc4)CC3)nn2)cc1	-5%	i	x	0%	x	13%	-0.5%	0%	x
O=C(CSc1nc2ccc(Nc3nc(N4CCOCC4)nc(N4CCOCC4)n3)cc2s1)NCc1ccco1	-31%	i	i	2%	0%	-16%	5.8%	1%	1.3
CC(=O)N1N=C(c2ccco2)CC1c1ccc(Cl)o1 (configuration not stated)	7%	i	i	-1%	0%	3%	-0.3%	1%	-1.8
CC(C)(CC(=O)O)CC(=O)Nc1ccccc1Oc1ccccc1	1%	i	i	-1%	-4%	12%	-1.2%	1%	1.3
CC(C)CCNC(=O)c1ccc2c(SCC(=O)O)c3c(nc2c1)CCCC3	-8%	i	i	u	-3%	u	-0.9%	1%	-2.8
Cc1cccc(C(=O)OCCN2CCOCC2)c1	0%	i	i	-2%	1%	4%	0.5%	-9%	-2.3
Cc1[nH]c2ccccc2c1Cc1n[nH]c(=S)o1	7%	i	i	8%	-5%	2%	-0.6%	0%	-3.5
COc1ccc(C2C3C=CCC(c4ccccc4)C3C(=O)N2Cc2ccccc2)cc1Cl (configuration not stated)	-67%	x	x	u	x	21µM*	x	u	x
O=C1c2ccccc2S(=O)(=O)c2cc(C(=O)N3CCCC3)ccc21	-13%	i	i	-14%	x	0%	4.6%	14%	-2.0
O=C(Cn1nnc(-c2ccc(N3CCOCC3)cc2)n1)OC1CCCCC1	-2%	i	i	-15%	0%	-16%	0.3%	-3%	0.4
C=CCn1c(O)c(N=Nc2ccccc2[N+](=O)[O-])c2ccccc21	-17%	i	i	-18%	x	x	u	x	0.3
Cc1cccc(N2CCN(c3cccc(C)c3)C2c2cccnc2)c1	-40%	i	i	-10%	1%	-2%	0.3%	x	1.6
Cc1ccc(C(=O)OCC(=O)NC2CCCCC2)s1	10%	i	i	-11%	-5%	11%	3.0%	4%	-0.5
Cc1cc(C)c(S(=O)(=O)Nc2ccccn2)c(C)c1	13%	i	i	25%	1%	1%	0.3%	1%	0.3
Cc1ccccc1NC(=O)Cc1nnc(SCC(=O)c2ccc(Br)cc2)n1C	-25%	i	i	-4%	-1%	20%	-0.5%	-2%	-0.4
COc1ccc2c(CC(=O)OCC(=O)Nc3cccc(C)c3)coc2c1	2%	i	i	8%	-1%	9%	-0.5%	-1%	0.0
CCSC1=NN2CCS(=O)(=O)N=C2S1	7%	i	i	16%	0%	-5%	0.1%	-4%	-5.0
COc1ccc(Oc2c(Cl)cnn(-c3ccccc3)c2=O)cc1	-3%	i	i	-6%	0%	x	13µM*	-1%	-0.3
NNS(=O)(=O)c1ccc(Cc2ncc(C(F)(F)F)cc2Cl)s1	6%	i	i	1%	-2%	-4%	0.4%	-6%	-2.3
N#C/C(C(=O)Oc1ccccc1)=C1\C=Cc2ccccc2N1	-18%	i	i	0%	1%	7%	11%	13%	-0.4

Sorted by the number under TGFb SMAD3 inh (smallest number first): 3 from the list above
Compound,pAkt inh,TGFb SMAD3 inh,MmCpn inh,Nrf2 activator,CCT chaperon mod
S=c1nc(-c2cccc(Cl)c2)[nH][nH]1,i,-7%,-18%,0.6%,-1.6
COc1ccc(Oc2c(Cl)cnn(-c3ccccc3)c2=O)cc1,i,-6%,0%,13µM*,-0.3
NNS(=O)(=O)c1ccc(Cc2ncc(C(F)(F)F)cc2Cl)s1,i,1%,-2%,0.4%,-2.3

Following part:
SMILES	HepG2 viability	ATXN viability	pAkt inh	TGFb SMAD3 inh	MmCpn inh	Nrf2 inh	Nrf2 activator	A549 tox	CCT chaperon mod
COCCN1CCN(C(=O)c2cc(COc3cncc(Cl)c3)on2)CC1	-22%	i	i	-3%	0%	u	1.9%	4%	0.2
CCc1c(C)nc2cc(-c3cccc(Br)c3)[nH]n2c1=O	-32%	i	i	-24%	1%	u	14%	-1%	2.1
CSc1cccc(NC(=S)N(CCCN2CCCC2)Cc2cccs2)c1	-1%	i	i	-7%	0%	-24%	2.4%	-7%	-2.3
COc1cc(/C=C(\NC(C)=O)C(=O)Nc2ccc(NC(C)=O)cc2)ccc1OC(C)=O	20%	i	i	14%	2%	25%	5.2%	0%	2.4
COc1ccc(S(=O)(=O)NCc2ccc(C(=O)N(C)Cc3ccco3)cc2)cc1	-6%	u	i	-19%	-1%	u	-0.1%	5%	-1.1
O=C(COC(=O)Cc1n[nH]c(=O)c2ccccc12)Nc1ccc(Cl)cc1F	20%	i	i	4%	-1%	-20%	-0.3%	1%	-0.2
Cc1ccc(C)c(NC(=O)CN(C)C(=O)c2cccc(S(=O)(=O)N3CCN(Cc4ccccc4)CC3)c2)c1	-11%	i	i	-27%	-3%	12µM*	2.4%	-9%	0.5
O=C(O)CCC(=O)NC1CCCCC1	-20%	i	i	-2%	-2%	x	-0.1%	4%	-3.6
O=C(Cc1ccccc1[N+](=O)[O-])NNC(=O)c1cccs1	-21%	i	i	-7%	1%	19%	3.1%	-2%	1.2
Cc1nc(N)nc2c1CCCC2	19%	i	x	19%	-5%[15.4 µM]	-2%	-0.5%	-7%	0.3
O=C(CSc1nc(-c2ccco2)cc(C(F)(F)F)n1)N1CCCc2ccccc21	0%	i	i	5%	1%	26%	29%	1%	-5.8
NS(=O)(=O)c1cccc(NC(=O)COC(=O)CC2CC3CCC2C3)c1 (configuration not stated)	12%	i	i	2%	-5%	-8%	0.6%	12%	0.2
CCOc1cc(NC(=S)NCC2CCCO2)c(OCC)cc1NC(=O)c1cccc(F)c1 (configuration not stated)	3%	i	i	-13%	-6%	-28%	7.8%	-8%	-2.5
COc1ccc(OC)c(NC(=S)N2CCC(C(O)(c3ccccc3)c3ccccc3)CC2)c1	-4%	i	i	u	-1%	3%	0.2%	2%	-6.0
O=C(NCc1cccnc1)C1CC(=O)N(C2CCCCC2)C1 (configuration not stated)	12%	i	i	20%	-2%	-15%	0.2%	-8%	-0.5
COc1cc(CNn2cn[nH]c2=S)cc(Cl)c1OCc1ccccc1	-19%	i	i	u	0%	1%	1.9%	1%	-2.6
COc1cccc(-n2cc(CNC(=O)C3CCC(=O)N(C4CC4)C3)cn2)c1 (configuration not stated)	-13%	i	i	-10%	1%	12%	-0.7%	-2%	-0.7
O=C(CCN1C(=O)c2ccccc2C1=O)N1CCN(c2ccccc2)CC1	-5%	i	i	0%	3%	14%	-0.7%	-1%	-0.3
COc1ccc(NC(=O)CN(C)C(=O)c2cccc(S(=O)(=O)Nc3ccccc3Cl)c2)cc1	-3%	i	i	6%	-7%	u	-0.7%	-14%	-1.9

High-throughput results: PubChem, National Center for Advancing Translational Sciences (NCATS)
